TDP-43 yeast inh = qHTS of TDP-43 Inhibitors; TDP-43 expressing yeast growth rescue, BacTiter-Glo, 24 h; Potency, µM (series often up to 46.1 µM), without a hit: top-dose growth rescue (activation), most hits filed as activators; 1.8% of 410,000 active; AID 652104, 2013; further: % of control where 0% means no effect; nearly all actives have a fitted effect of over 50% in size
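Galactose-induced TDP-43 yeast, OD600=0.02, compound pinned; 24 hr, 30 deg C; BacTiter-Glo luminescence for growth. Inhibitors of TDP-43 toxicity read as activators.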
GLP1R inv ag = qHTS of GLP-1 Receptor Inverse Agonists (Inhibition Mode). HEK293 GLP-1R CRE-luciferase, luminescence, 24 h; GLP-1R form is constitutively active. Glucagon-like peptide 1 receptor (Homo sapiens), P43220. 1.6% of 410,000 active. Potency, µM (doses to about 38.3 µM), for inactives: at the top dose activity change, negative = inhibition, usual class: inhibitors. AID 624417, 2012; further: on the % scale 0 is the no-effect control and ±100 the full control effect; nearly all actives have a fitted effect of over 55% in size
Target sequence (P43220 whole entry, looked up): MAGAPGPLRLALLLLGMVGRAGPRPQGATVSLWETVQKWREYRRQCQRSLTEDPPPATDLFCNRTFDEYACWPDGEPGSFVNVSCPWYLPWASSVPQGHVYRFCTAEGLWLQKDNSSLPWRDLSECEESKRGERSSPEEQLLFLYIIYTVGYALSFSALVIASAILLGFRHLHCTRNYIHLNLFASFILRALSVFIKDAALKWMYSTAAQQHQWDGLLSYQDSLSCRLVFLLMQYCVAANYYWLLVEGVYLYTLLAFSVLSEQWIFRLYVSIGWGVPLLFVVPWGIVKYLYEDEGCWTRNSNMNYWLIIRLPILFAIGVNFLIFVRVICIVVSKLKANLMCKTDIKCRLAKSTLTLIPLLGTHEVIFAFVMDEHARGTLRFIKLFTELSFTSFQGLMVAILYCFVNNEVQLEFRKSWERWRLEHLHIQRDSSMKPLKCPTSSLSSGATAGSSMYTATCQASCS
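HEK293 cells stably co-expressing a cAMP-responsive luciferase reporter and constitutively active GLP-1R were seeded, incubated 12 h, then exposed to compounds for 24 h at 37 C. Luminescence was read 12 min after detection reagent; inverse agonists lower signal.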
KB-V1 MDR tox = qHTS assay for MDR1-selective chemotherapeutics: Primary screen using the drug-selected MDR subline cells KB-V1 | KB-V1 MDR cells viability, CellTiter-Glo, 72 h | Potency, µM (series often up to 46.1 µM), for the others: at the highest dose activity change, negative = cytotoxicity, usual class: cytotoxic | 3.4% of 400,000 active | AID 1347076, 2019; further: on the % scale 0 is the no-effect control and ±100 the full control effect; nearly all actives have a fitted effect of over 60% in size
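In this primary screen, KB-V1 cells overexpressing P-gp are incubated with library compounds (lowest to highest concentration) for 72 h at 37 degrees C before a luminescent ATP viability read.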
SW480 rerep = A quantitative high throughput screen for small molecules that induce DNA re-replication in SW480 colon adenocarcinoma cells. SW480 DNA re-replication, Hoechst DNA content imaging, 48 h. AID 624297, 2012. Potency, µM (highest dose often 46.1 µM), for the others: at the top dose re-replication activation, most hits filed as activators. 1.8% of 340,000 active; further: % of control where 0% means no effect; nearly all actives have a fitted effect of over 55% in size
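Cells (250 per well) received 23 nL compound or DMSO by pin tool and were kept 48 hr at 37 C, 5% CO2. Nuclei were then stained with Hoechst for 40 min and scanned for DNA content.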
KB-3-1 tox = qHTS assay for MDR1-selective chemotherapeutics: Primary screen using the parental adenocarcinoma cell KB-3-1; AID 1347075, 2019; Potency, µM (titrated, usually from 46.1 µM), without a hit: top-dose activity change, negative = cytotoxic, most hits filed as cytotoxic; 1.4% of 400,000 active; KB-3-1 viability, CellTiter-Glo ATP luminescence, 72 h; further: on the % scale 0 is the no-effect control and ±100 the full control effect; nearly all actives have a fitted effect of over 60% in size
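Cytotoxicity in the drug-sensitive parental line KB-3-1 was scored as loss of CellTiter-Glo luminescence following 72 h incubation with compound. Values come from curve fitting of normalized concentration-response data.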
HEK293 tox = qHTS of GLP-1 Receptor Inverse Agonists: Cytotox Screen | HEK293 cAMP-luciferase reporter cells, luminescence, 24 h | Potency, µM (doses to about 38.3 µM), for inactives: at the highest dose activity change, negative = inhibition, usual class: inhibitors | 0.13% of 410,000 active | AID 624418, 2012;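 further: loss of luciferase light is scored as toxicity; on the % scale 0 is the no-effect control and ±100 the full control effect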
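Quantitative HTS format, 1536 wells, 200 cells/uL seeded. Compounds: 23 nL, 24 h, 37 °C. Detection: luciferase reagent, luminescence at 12 min RT; decreased signal taken as cytotoxic.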
GLP-1R agonist = qHTS of GLP-1 Receptor Agonists. Glucagon-like peptide 1 receptor (Homo sapiens), P43220. HEK293 GLP-1R CRE-luciferase, luminescence, 4-6 h; cells express a hypersensitive GLP-1R form. Potency, µM (titrated, usually from 45.6 µM), without a hit: top-dose activation, hits mostly activators. 0.007% of 380,000 active. AID 624172, 2012; further: % of control where 0% means no effect
HT1080-NT tox = qHTS for induction of synthetic lethality in tumor cells producing 2HG: qHTS for the HT-1080-NT fibrosarcoma cell line. Potency, µM (top dose mostly 46.1 µM), without a hit: top-dose activity, negative = less viability, hits mostly cytotoxic. AID 686970, 2013. HT-1080-NT fibrosarcoma viability, CellTiter-Glo ATP luminescence, 48 h. 1.6% of 360,000 active;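 further: NT is the 2HG producing partner of a matched IDH1 knockdown line; 0% = DMSO-treated cells and -100% = media-only wells without cells; nearly all actives have a fitted effect of over 55% in size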
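Luminescent CellTiter-Glo readout after 48 hours of compound exposure at 37 degrees C defined viability of HT-1080-NT cells. Activity was normalized to DMSO wells and cell-free media wells; concentration-response curves were fitted and assigned curve classes.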
HT1080 IDH1KD tx = qHTS for induction of synthetic lethality in tumor cells producing 2HG: qHTS for the HT-1080-IDH1KD cell line; HT-1080 IDH1 knockdown viability, ATP luminescence, 48 h; Potency, µM (series often up to 46.1 µM), for inactives: at the top dose activity, negative = toxicity, most hits filed as cytotoxic; 2% of 360,000 active; AID 686971, 2013;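 further: 0% = DMSO wells and -100% = cell-free medium wells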
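HT-1080-IDH1KD cells (IDH1 knocked down), 750/well in RPMI with 5% FBS, treated with compound 48 h at 37 degrees C. Viability by CellTiter-Glo luminescence, normalised to DMSO and no-cell wells; concentration-response curves classed.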
* marks the source's active call; other numbers are inactive results; u = inconclusive; x = not tested or not shown; [ ] = dose if it differs, or a comment. The call rests on the fitted dose curve; in most records, active means well fitted curve in the direction sought with a large enough effect; inconclusive means small, poorly fitted or top-dose-only effect, or another doubt; inactive means no such curve, though single readings can be large; an effect the other way counts as inactive or inconclusive. Potency means the concentration at half of the fitted maximal effect.

Second line of a record: TDP-43 yeast inh, GLP1R inv ag, KB-V1 MDR tox, SW480 rerep, KB-3-1 tox, HEK293 tox, GLP-1R agonist, HT1080-NT tox, HT1080 IDH1KD tx
CC1=CC(C)(C)N2C(=O)C3(C(C#N)=C(N)OC4=C3C(=O)CC(C)(C)C4)c3cc(C)cc1c32 (configuration not stated)
 : -17%, -10%, -7%, 1%, 4%, -17%, 1%, -14%, u
CCCCC(=O)Nc1ccc(C(=O)NNC(=O)CCc2ccccc2)cc1
 : 6%, 8%, 7%, u, 1%, -3%, -1%, 15%, 25%
CC(=O)N(CC(=O)N(CC(=O)O)c1ccc(Cl)cc1)c1ccc(Cl)cc1
 : 10%, 9%, 3%, -3%, 7%, -10%, 2%, 9%, -5%
CCOc1cc(/C=C/C(=O)c2ccc(O)cc2)ccc1OCC(=O)N(C)C
 : 10%, u, -30%, u, -1%, u, -16%, -23%, u
Cc1cccc(-c2cc3nc(C)cc(NCCCN(C)C)n3n2)c1
 : -12%, 0%, 23%, 17%, -15%, -12%, -4%, u, u
C/C(Cn1nnc([N+](=O)[O-])n1)=N\NC(=O)c1ccc(O)cc1O
 : 16%, 9%, -27%, 13%, -19%, 4%, -12%, 23µM*, 18µM*
COc1cccc(C(O)Cc2nc3ccccc3n2C)c1OC (configuration not stated)
 : 6%, -4%, -14%, -4%, 6%, -4%, 6%, 15%, 14%
CC(=O)Nc1ccc(NC(=O)CSc2nnc3c4cc(Br)ccc4n(C)c3n2)cc1
 : 2%, 9%, u, x, -6%, 7%, x, x, x
Cc1nc(C)n(CCNS(=O)(=O)c2ccc(C)c(C)c2)n1
 : -4%, 23%, 10%, -10%, 2%, 2%, 8%, 5%, 0%
CC(C)CCn1c(SCc2ccc(Cl)cc2)nc2c1c(=O)[nH]c(=O)n2C
 : -18%, 0%, -2%, 0%, -9%, -6%, 17%, 2%, 1%

Two neighbouring records already listed, for reference:
Second line of a record: TDP-43 yeast inh, GLP1R inv ag, KB-V1 MDR tox, SW480 rerep, KB-3-1 tox, HEK293 tox, GLP-1R agonist, HT1080-NT tox, HT1080 IDH1KD tx
COc1cccc(C(O)Cc2nc3ccccc3n2C)c1OC (configuration not stated)
 : 6%, -4%, -14%, -4%, 6%, -4%, 6%, 15%, 14%
CC(=O)Nc1ccc(NC(=O)CSc2nnc3c4cc(Br)ccc4n(C)c3n2)cc1
 : 2%, 9%, u, x, -6%, 7%, x, x, x

New compounds follow:
Second line of a record: TDP-43 yeast inh, GLP1R inv ag, KB-V1 MDR tox, SW480 rerep, KB-3-1 tox, HEK293 tox, GLP-1R agonist, HT1080-NT tox, HT1080 IDH1KD tx
Cc1noc(C)c1CC(=O)NC1CC(C)(C)Cc2c1cnn2-c1ccccc1 (configuration not stated)
 : 13%, 14%, x, -5%, x, 3%, 4%, 0%, 3%
Cc1cccc(NC(=O)c2cnc3sccn3c2=O)n1
 : 0%, 3%, 0%, 0%, 0%, -2%, 6%, 2%, 9%
CCOc1ccccc1CNCc1c(C(=O)O)c(C)n(Cc2ccc(C)cc2)c1C
 : -8%, -6%, 0%, x, 8%, -7%, x, x, x
Cc1ccc(CN2CCN(/N=C/c3cc(Br)ccc3O)CC2)cc1
 : -3%, 2%, u, 22%, -6%, -8%, -13%, -6%, 1%
CCOC(=O)N1CCC(c2cc(=O)n3[nH]ccc3n2)CC1
 : 23%, -4%, 14%, 0%, 2%, 1%, 5%, 11%, 17%
Nc1nc(NCCCN2CCOCC2)nc(Nc2ccc(Cl)cc2)c1[N+](=O)[O-]
 : 0%, 22%, -1%, u, 23%, 6%, 20%, -6%, 4%
COc1ccc2c(c1)c(N1CCCC1=O)c(C(=O)Nc1cc(C)c(Cl)cc1OC)n2C
 : 18%, 5%, -55%, x, u, -16%, 3%, x, x
C=CCNC(=O)C1CCCN(S(C)(=O)=O)C1 (configuration not stated)
 : 0%, -5%, 4%, 14%, -3%, 51%[activator], 3%, -19%, 0%[9.24 µM]
Cc1noc(NS(=O)(=O)c2ccc(NC(=O)CCCOc3ccc(Cl)cc3Cl)cc2)c1C
 : -16%, -22%, -25%, -6%, -14%, -1%, -4%, -9%, -5%
CCOC(=O)CNC(c1ccccc1)c1cc(Br)ccc1NC(=O)OCC (configuration not stated)
 : -7%, u, -16%, 3%, -28%, -2%, 0%, 4%, 1%
Cc1ccc(S(=O)(=O)N2CCC(=O)N(C(COCc3ccccc3)Cc3ccccc3)CC2)cc1 (configuration not stated)
 : 1%, u, -11%, 0%, u, 11%, 5%, -4%, 0%
C=CCN(c1ccccc1)S(=O)(=O)c1cccc(C(=O)Nc2ncccc2C)c1
 : 28%, 4%, u, -11%, -4%, 6%, 1%, 4%, 3%
O=C(Nc1cccc(-c2nc3ccccc3o2)c1)c1ccc(N2C(=O)C3C4C=CC(C4)C3C2=O)cc1 (configuration not stated)
 : -4%, -16%, u, 2%, -21%, -14%, -17%, -14%, u
COCCN1CCN(Cc2cn(C)nc2-c2ccc(Oc3ccccc3)cc2)CC1
 : -5%, -39%, u, 2%, -5%, -1%, 8%, u, -25%
CC1CCc2nn(CC(=O)NCCC3=CCCCC3)cc2C1 (configuration not stated)
 : 18µM*, u, 2%, -3%, 9%, 3%, 8%, 10%, 4%
O=C(Oc1ccccc1Cl)c1ccc2c(=O)n3c(nc2c1)CCC3
 : -8%, 3%, 0%, -68%[inhibitor], 19%, 3%, -2%, 5%, 3%
COC(=O)c1ccc(N2CCC(c3cc(-c4ccc(OC)cc4)n[nH]3)CC2)c([N+](=O)[O-])c1
 : 24%, 0%, u, 5%, 5%, u, 12%, u, u
COc1ccc(-c2cc(C3CC3)nc(N)c2C#N)cc1
 : 15%, 19%, -7%, 19%, 11%, -6%, u, -9%, -4%
Cc1ccc(CN(C)C(=O)c2ccccc2Oc2ccccc2)o1
 : 0%, 0%, 21µM*, u, 2%, 5%, 0%, -6%, -6%
CCOC(=O)c1c(NC(=O)c2ccc(S(=O)(=O)N3CCOCC3)cc2)sc2c1CCN(C(C)C)C2
 : -1%, 4%, -19%, 4%, -19%, -4%, 2%, -12%, u

2 entries from above, reformatted:
compound | TDP-43 yeast inh | GLP1R inv ag | KB-V1 MDR tox | SW480 rerep | KB-3-1 tox | HEK293 tox | GLP-1R agonist | HT1080-NT tox | HT1080 IDH1KD tx
Cc1noc(NS(=O)(=O)c2ccc(NC(=O)CCCOc3ccc(Cl)cc3Cl)cc2)c1C | -16% | -22% | -25% | -6% | -14% | -1% | -4% | -9% | -5%
COc1ccc(-c2cc(C3CC3)nc(N)c2C#N)cc1 | 15% | 19% | -7% | 19% | 11% | -6% | u | -9% | -4%

The list goes on:
Second line of a record: TDP-43 yeast inh, GLP1R inv ag, KB-V1 MDR tox, SW480 rerep, KB-3-1 tox, HEK293 tox, GLP-1R agonist, HT1080-NT tox, HT1080 IDH1KD tx
Cc1ccc([C@H]2N[C@]3(CCCN(Cc4ccc(Cl)cc4)C3=O)[C@H]3C(=O)N(Cc4ccccc4)C(=O)[C@@H]23)cc1
 : -7%, u, -5%, x, u, 1%, -3%, -14%, -22%
CC(C)CC(=O)N=C1SC2CS(=O)(=O)CC2N1Cc1ccccc1 (configuration not stated)
 : 0%, 9%, -24%, -7%, 10%, -1%, 5%, 5%, 17%
Cc1nn(-c2ccccc2)c(OC(=O)c2cccs2)c1S(=O)(=O)c1ccccc1
 : 6%, -17%, 0%, 0%, 1%, -9%, -1%, 5%, 12%
Cn1c(=O)cc(OCCCC(=O)NCc2ccco2)c2ccccc21
 : -2%, 0%, u, -7%, -2%, 11%, 17%, 21%, -3%
CCOc1ccc2nc(NS(=O)(=O)c3ccc(NC(C)=O)cc3)sc2c1
 : -3%, 3%, 7%, -1%, 7%, -9%, -7%, 2%, 15%
CCc1cc(C(=O)O)c(NC(=O)/C=C/c2ccc(OC)c(OC)c2)s1
 : 8%, 1%, -8%, -1%, 1%, -11%, 5%, -2%, 1%
CCOc1ccccc1C(=O)Nc1cc(C)ccc1NC(=O)c1ccco1
 : 17%, u, -12%, 4%, -3%, -7%, 4%, 9%, -1%
Cc1cc(C(=O)COC(=O)c2n[nH]c3ccccc23)c(C)n1C
 : -5%, -21%, -9%, -20%, -24%, -2%, -17%, -3%, -14%
Cc1noc(C)c1C(=O)Nc1ccc(Cl)cc1C(F)(F)F
 : -16%, -8%, -18%, -4%, -1%, -4%, -16%, 13%, 17%
CCc1ccc(OCCOCC(O)CNC2CCCC2)cc1 (configuration not stated)
 : -14%, u, -23%, 15%, -4%, u, 0%, -28%, -11%

Assay outcomes (PubChem)
